# TTR transcr act: TTR transcription activators in neuroblastoma reporter cells, primary screen, cell-based, luminescence, SH-SY5Y, TTR promoter Gaussia luciferase | 100% = recombinant luciferase protein wells | activation, % at 16.7 µM | 92,000 compounds, 1.3% hits | AID 1117267, 2014;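 active = activation above the mean of all tested compounds plus 3 SD, cut at about 9.5% in these data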;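 note: cells exposed to compounds for one day before reading; 0% = median of all test compound wells on the plate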
# * hit, by the source's call.
structure	TTR transcr act
COc1ccc(C2=NN(CN3C(=O)C(=O)c4ccccc43)C(c3ccc(OC)cc3)C2)cc1 (stereo not drawn)	-0.5
Cc1ccccc1NC(=O)CSc1nc2cc3c(cc2cc1C)CCC3	2.0
CC(C(=O)NCC(=O)Nc1ccc(F)c(F)c1F)N1CCN(c2ccc(O)cc2)CC1 (stereo not drawn)	0.1
O=C(Cc1nc2ccccc2[nH]c1=O)c1ccc(Cl)cc1	1.6
N#CC1=C2Sc3ccccc3N2CCCC1=O	-2.2
O=C(NCc1ccncc1)C(=O)NCC(c1ccco1)N1CCN(c2ccc(F)cc2)CC1 (stereo not drawn)	-0.4
CC(=O)c1cccc(NC(=S)NNC(=O)c2ccco2)c1	1.6
CC1CN(Cc2cc(=O)[nH]c(C(C)C)n2)CC(C)O1 (stereo not drawn)	0.2
Nc1[nH]c2cc(C(F)(F)F)ccc2c1C(=O)NCc1ccc(F)cc1	2.1
CC1=NCCN1S(=O)(=O)c1cc(Cl)ccc1Cl	-0.6
CCC1CCCCN1CCCNC(=O)CSc1nc2nc(C)c(Cc3ccc(C)cc3)c(C)n2n1 (stereo not drawn)	-1.7
CCn1cc(/C=C(\NC(=O)c2ccccc2F)C(=O)NCCCn2ccnc2)c2ccccc21	-1.2
CSc1ccccc1C(=O)N1CCC(n2nccc2NC(=O)C(C)(C)C)CC1	1.5
O=C(NC1CC1)c1[nH]c(C(F)(F)F)nc1-c1ccccc1	0.5
CCOc1ccc(-c2c[n+]3c(n2-c2ccccc2)CCCCC3)cc1	-2.8
Cc1nn(-c2ccccc2)c(N)c1Sc1ccccc1[N+](=O)[O-]	-1.0
CN(C)c1cccc(C(=O)NCc2ccccc2)c1	-1.6
CC1CCN(C(=O)CN2C(=O)NC(C)(c3ccc4ccccc4c3)C2=O)CC1 (stereo not drawn)	-0.4
COCCNC(=O)CCc1c(C)nc2c(-c3ccc(F)cc3)c(C)nn2c1C	0.2
CCC1=C(OC(=O)N(CC)CC)N2C(=O)OC(=NCC(=O)OC)[C@]2(C)[C@H]2C1=CC[C@H]1C(=O)N(C)C(=O)[C@H]12	4.4
CCOc1ccc(N(CC(=O)NCCc2ccc(Cl)cc2)S(=O)(=O)c2c(C)[nH]c(=O)[nH]c2=O)cc1	0.1
COc1ccc(S(=O)(=O)Nc2cccc(-c3ccc4nncn4n3)c2)c(OC)c1	-0.1
CCN(CC)CCCNC(=S)N1CCC(c2nc3ccccc3[nH]2)CC1	1.5
CN(C)S(=O)(=O)c1ccc(Cl)c(C(=O)OCC(=O)c2ccco2)c1	-0.6
Cc1ccc(C(=O)c2cc3ccccc3o2)cc1	-2.0
CSc1nsc(/C=C/Nc2ccc(O)cc2C)c1C#N	-1.1
COc1ccc(N(CC(=O)Nc2cccc(C)c2)S(=O)(=O)c2c(C)n[nH]c2C)cc1	1.5
Cc1ccc(C(c2ccc(C)c(C)c2)C(O)C2OC(=O)C(O)C2O)cc1C (stereo not drawn)	-1.4
Cc1nc2ccc(NC(=O)c3cccc(S(=O)(=O)N4CCOCC4)c3)cc2s1	-2.2
Cc1cccc(NC(=O)CNC(=O)COC(=O)CCS(=O)(=O)c2ccccc2)c1C	0.1
COc1ccc(NC(=O)OCCN2CCCC23CCC(c2ccccc2)CC3)cc1 (stereo not drawn)	-2.1
CCOC(=O)[C@@H]1[C@H]2COc3cc(OC)ccc3[C@H]2N2C(=O)N(c3ccc(C)cc3)C(=O)[C@]12C	-3.2
CCOC(=O)C(NCc1ccccc1OC)(NC(C)=O)C(F)(F)F (stereo not drawn)	-1.3
COc1ccc(S(=O)(=O)Nc2ccc3c(c2)C(=O)N([C@H](C)CO)C[C@H](C)[C@@H](CN(C)S(=O)(=O)c2c(C)noc2C)O3)cc1	0.1
O=C(Nc1ccc(OCC(=O)N2CCC(Cc3ccccc3)CC2)cc1)c1ccco1	-2.7
CC1=NN(C(N)=S)C(=O)C1N=Nc1c(Br)cc(Br)cc1Br (stereo not drawn)	0.6
C[C@H](CO)N1C[C@H](C)[C@@H](CN(C)C(=O)NC2CCCCC2)Oc2ncc(Br)cc2C1=O	-1.3
O=C(N/N=C/c1ccccc1)c1ccc(CN2C(=O)c3cccc4cccc2c34)cc1	1.3
Cc1cc(C)n2ncc(C(=O)Nc3ccc4c(c3)OCO4)c2n1	1.0
CCOc1cccc(CN2CCCC(CNC(=O)c3cccc(OC)c3OC)C2)c1 (stereo not drawn)	3.0
CCc1ccc(OCC(O)CN2CCN(c3ccccn3)CC2)cc1 (stereo not drawn)	1.9
CCN(CC)CC(=O)Nc1c(C#N)cnn1-c1ccccc1	2.2
O=C1CSC(=Nc2ccc(Cl)cc2)N1Cc1cccnc1	-1.9
CCN(CC)CCCN1C(=O)C(=O)/C(=C(/O)c2ccc3c(c2)OCCO3)C1c1ccc(C)o1 (stereo not drawn)	6.0
Cc1ccc(NC(=O)CCC(=O)N/N=C/c2coc3ccc(F)cc3c2=O)cc1	-0.8
CCc1noc(C)c1C(=O)OCC(=O)NC(=O)c1ccccc1	3.2
CCc1ccc(C(=O)COC(=O)c2ccco2)cc1	-1.4
CC(C)(C)CC(=O)Nc1cc(S(=O)(=O)N2CCOCC2)ccc1N1CCCC1	7.5
CCOc1cc(C(=O)N(C)Cc2cc3ccccc3[nH]c2=O)cc(OCC)c1OCC	2.0
CC(C)CN1CCC(Oc2cccc(C(=O)NCCc3ccccc3)c2)CC1	1.2

# The results go on.
structure	TTR transcr act
COC(=O)c1ccc(NC(=O)COc2cccc(-n3cnnn3)c2)cc1	-2.0
COC(=O)Cn1ccc(N(C)C)c(C#N)c1=O	2.8
CCOC(=O)N1CCN(C(c2ccnc3ccccc23)c2nnnn2-c2ccc3c(c2)OCCO3)CC1 (stereo not drawn)	-0.8
COC(=O)CNC(c1ccccc1)c1cc(Br)ccc1NC(=O)CCN1CCOCC1 (stereo not drawn)	-4.2
CC(=O)Nc1ccc2c(c1)OCCO2	-3.4
O=C(O)c1ccc2c(c1)C1C=CCC1C(c1ccncc1)N2 (stereo not drawn)	0.6
CSc1ncnc2c1ncn2CCCNCc1ccco1	-0.9
Cc1cc(C(=O)OCC(=O)Nc2ncc(C(F)(F)F)cc2Cl)c(C)o1	0.0
Cc1ccc(OC(=O)c2ccc(S(=O)(=O)N(C)C)cc2)c(-n2nc3ccccc3n2)c1	-0.7
COc1cccc(C(=O)NNC(=O)C(=O)Nc2ccc(C)cc2)c1	0.9
CCCC1CCC2(CC1)CCC2OC(=O)Nc1ccccc1C (stereo not drawn)	7.3
CCOc1ccccc1CN1CCN(Cc2nc3c(s2)CCCC3)CC1CCO (stereo not drawn)	-1.4
Cc1noc(C)c1COc1ccc(CC(=O)NCCc2ccccn2)cc1	0.9
COc1ccc(/C=N/NC(=O)CSCC(=O)Nc2ccccc2)cc1	1.9
CCS(=O)(=O)c1ccc(-c2cccc(NC(=O)COc3ccccc3)c2)nn1	-0.8
CC1=C/C(=C\c2ccc(Br)o2)C(=O)O1	0.5
COc1nc(-c2ccc(Cl)cc2)ccc1-c1noc(-c2cccs2)n1	0.0
CS(=O)(=O)NNC(=O)CN1C(=O)C2C3C=CC(C3)C2C1=O (stereo not drawn)	3.0
Cc1cccc(-c2nc3ccccc3c(=O)n2NC(=O)Cc2ccc(Cl)cc2)c1	0.6
CCSC1OC(C(COC(C)=O)OC(C)=O)C(OC(C)=O)C1NC(C)=S (stereo not drawn)	-0.4
COC(=O)c1sccc1NC(=O)Cn1nnc(-c2ccc(C)cc2)n1	1.9
CN(C)c1ccc(C(=O)NN2C(=O)c3ccccc3C2=O)cc1	1.1
COc1ccc(S(=O)(=O)N2CCOCC2)cc1C(=O)N(C)CCOc1ccc(Cl)cc1	5.1
COCCN1CC(CNC(=O)c2cc(COc3ccccc3SC)on2)CC1=O (stereo not drawn)	3.9
Cc1cc(Oc2ccc(N)cn2)cc(C)c1Cl	3.6

# Sorted by SMILES length (rising): 4 of the compounds above
structure	TTR transcr act
CSc1ncnc2c1ncn2CCCNCc1ccco1	-0.9
CS(=O)(=O)NNC(=O)CN1C(=O)C2C3C=CC(C3)C2C1=O (stereo not drawn)	3.0
Cc1cc(C(=O)OCC(=O)Nc2ncc(C(F)(F)F)cc2Cl)c(C)o1	0.0
COC(=O)CNC(c1ccccc1)c1cc(Br)ccc1NC(=O)CCN1CCOCC1 (stereo not drawn)	-4.2

# (next part)
structure	TTR transcr act
O=C1NCCN/C1=C\C(=O)c1ccc(Br)cc1	0.0
CC1CCC2C(=O)N(c3ccc(NC4CCN(Cc5ccccc5)CC4)c([N+](=O)[O-])c3)C(=O)C2C1 (stereo not drawn)	-1.0
N=c1c2c(ncn1Cc1ccco1)Oc1cc(O)ccc1C2c1ccccc1 (stereo not drawn)	-2.8
CCOC(=O)C1=CCN(S(=O)(=O)c2ccc(Cl)cc2)C1c1ccc(Cl)c(Cl)c1 (stereo not drawn)	-1.1
CC(C(=O)Nc1ccc2c(c1)OCCO2)n1nnc(-c2ccccc2)n1 (stereo not drawn)	2.5
O=C(c1ccc2c(c1)OCO2)C1CCCN(Cc2ccc(OC(F)F)cc2)C1 (stereo not drawn)	-0.6
O=C(c1ccco1)N1CCN(S(=O)(=O)c2ccc(S(=O)(=O)NC3CCCC3)cc2)CC1	2.0
O=C(Cn1nnc(-c2ccccc2NC(=O)c2ccccc2)n1)Nc1ccc2c(c1)OCCO2	-1.4
Cc1cc(C)cc(NC(=S)Nc2cccc3cnccc23)c1	-2.1
COc1ccc(C2=NCC(CSc3nccc(=O)[nH]3)S2)cc1 (stereo not drawn)	1.5
C#CCOCCOCCOCCNc1nc(N2CCN(C(=O)[C@H](CCCCN)n3cc(CN)nn3)CC2)nc(N2CCN(C(=O)[C@H](CO)n3cc([C@@H](N)C(C)C)nn3)CC2)n1	0.7
Cc1cc(NCCN2CCOCC2)n2nc(C)c(-c3ccccc3)c2n1	2.5
CC(C)CNCC(=O)N1c2ccccc2Sc2ccccc21	0.3
Cc1ccccc1OCCCC(=O)NC1CCCCC1	-4.4
N#C/C(=C\c1cccs1)C(=O)N1CCOCC1	-1.6
c1ccc(C[C@H]2CN=C(Nc3ccccc3)N2CC2CCC2)cc1	4.1
Cc1ccc(S(=O)(=O)N2CCCCC2)cc1NC(=O)COc1ccccc1F	-0.9
O=C(N/N=C/c1ccc2c(c1)OCO2)C(=O)Nc1ccccc1Cl	0.4
CC(C)NC(=O)NNc1c(Cl)cncc1Cl	0.4
O=C(COc1ccc(Cl)cc1Br)OCC(=O)c1ccc[nH]1	0.4
CCN1CCN(C(C(=O)NC2CCCCC2)c2ccnc3ccccc23)CC1 (stereo not drawn)	-1.0
O=C1c2ccccc2/C(=C\C#Cc2ccccn2)N1c1ccccc1	-5.8
Cc1nc2ccc(NC(=S)N3CCOCC3)cc2nc1C	-0.7
O=C(CSc1nc2ccccc2c(=O)n1-c1ccc(Cl)cc1)N/N=C/C=C/c1ccccc1[N+](=O)[O-]	-1.6
COc1cccc(NC(=O)C2CCOC2=O)c1 (stereo not drawn)	3.2

# The closing 5 compounds of the section before lead into the next:
structure	TTR transcr act
CCN1CCN(C(C(=O)NC2CCCCC2)c2ccnc3ccccc23)CC1 (stereo not drawn)	-1.0
O=C1c2ccccc2/C(=C\C#Cc2ccccn2)N1c1ccccc1	-5.8
Cc1nc2ccc(NC(=S)N3CCOCC3)cc2nc1C	-0.7
O=C(CSc1nc2ccccc2c(=O)n1-c1ccc(Cl)cc1)N/N=C/C=C/c1ccccc1[N+](=O)[O-]	-1.6
COc1cccc(NC(=O)C2CCOC2=O)c1 (stereo not drawn)	3.2
Cc1ccc(CSc2nc(N)cc(N)n2)cc1	4.4
O=C1C=C(c2ccc(F)nc2)C[C@@H](c2ccc3c(c2)OCO3)C1	-1.3
C=CCc1cc(C)cc(C)c1OCCn1cncn1	-1.6
COc1ccccc1C(=O)N(Cc1cccs1)C1CCS(=O)(=O)C1 (stereo not drawn)	-1.4
CC(=O)Nc1ccc(NC(=S)Nc2ccc(Br)cc2)cc1	2.7
O=C(COC(=O)c1cc2c(s1)CCC2)Nc1ccc(F)cc1	0.1
CCOc1ccc(C2NC(=O)c3n[nH]c(C)c32)cc1 (stereo not drawn)	-0.8
Cc1ccc(C2=NN(CC(=O)O)C(=O)CC2)cc1	-0.6
COC(=O)c1[nH]c2cccc(OC)c2c1NC(=O)CCN1CCN(c2ccccc2OC)CC1	-1.0
CCOc1ccc(NC(=O)CN(C)C(=O)Cn2cnc3c2c(=O)n(C)c(=O)n3C)cc1OCC	1.5
Cc1onc(C(=O)N2CCN(C(c3ccc(Cl)cc3)c3ccc(Cl)cc3)CC2)c1[N+](=O)[O-]	-1.3
Cc1nc(NS(=O)(=O)c2ccccc2)sc1C(=O)N/N=C/c1ccccc1	0.1
CCn1c(Cn2nnc(-c3ccccc3)n2)nnc1SCC(=O)Nc1cccc(C(C)=O)c1	-1.0
Cc1ccc(C(=O)Nc2cccnc2)cc1S(=O)(=O)N1CCCC1	-0.5
CCOC(=O)C(NC=O)(NC(C)(C)C)C(=O)OCC	-0.7
C#CCNC(=O)C[C@@H]1C[C@@]2(C(=O)OCC)CCC=C2N(Cc2ccc3c(c2)OCO3)C1=O	1.2
CCc1cc(=O)oc2cc(OCC(N)=O)c(Cl)cc12	1.8
Cc1cc(=O)oc2cc(NC(=O)COc3cccc(C(F)(F)F)c3)ccc12	2.7
CCOC(=O)Cc1csc(NC(=O)COc2cccc(C)c2)n1	0.3
CCN(CC)CCn1c(=O)n(-c2ccc(Cl)cc2)c(=O)c2c3c(sc21)CN(C)CC3	0.4
CCc1ccccc1NC(=O)CSc1nc2c(c(-c3ccco3)c1C#N)CCCC2	-1.2
CCCCC(=O)N(C)c1c(CC)nc2c(OCC(=O)c3ccc(F)cc3)cccn12	0.6
O=C(COC(=O)/C=C/c1ccccc1)Nc1ccc2c(c1)OCCO2	0.7

# These rows are one share of the data; the hit share may differ from the screen's.
